Screening data (PubChem BioAssay)
HTT cytoprotect: qHTS Multiplex Assay to Identify Dual Action Probes in a Cell Model of Huntington: Cytoprotection (ATP). PC12 HTT-Q103 induced, cytoprotection, ATP luminescence, 40 h. Potency, µM (top dose mostly 56.4 µM), inactives show cytoprotection (ATP increase), most hits filed as activators. hit rate 0.14% among 230,000;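 also: % of control where 0% means no effect; nearly all actives have a fitted effect of over 45% in size; toxic huntingtin expression switched on by the ecdysone agonist tebufenozide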
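Quantitative HTS on tebufenozide-induced (100 nM) PC12 cells expressing HTTQ103 exon 1–GFP; compounds tested as a concentration series; survival measured via cellular ATP.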
GAA spleen mod: qHTS Assay for Inhibitors and Activators of Human alpha-Glucosidase From Spleen Homogenate; Lysosomal alpha-glucosidase (Homo sapiens), P10253; human spleen homogenate, 4-MU-alpha-glucoside fluorescence; Potency, µM (titrated, usually from 79.9 µM), for the others: top-dose activity change, negative = inhibition, actives largely listed as inhibitors; hit rate 0.006% among 240,000;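 also: 0% = enzyme with vehicle and -100% = no enzyme basal signal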
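Human spleen homogenate (1 ug) with 4-methylumbelliferyl-alpha-D-glucopyranoside (1 mM final) in 50 mM citrate/phosphate pH 5.0, 0.01% Tween-20; 40 min at 37 C. Stopped at pH 10; 4-MU fluorescence Ex 365/Em 440 nm; AC50 by Hill fit.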
GAA glycogen: qHTS Assay for Inhibitors and Activators of Human alpha-Glucosidase Cleavage of Glycogen; Lysosomal alpha-glucosidase (Homo sapiens), P10253; recombinant GAA, glycogen substrate, Amplex Red glucose oxidase fluorescence; Potency, µM (titrated, usually from 76.4 µM), for inactives: at the highest dose activity change, negative = inhibition, usual class: inhibitors; hit rate 0.38% among 300,000; AID 2100, 2009;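 also: 0% = full enzyme reaction and -100% = no-enzyme basal signal; the screen sought inhibitors and activators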
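Recombinant enzyme (4 nM final) with compounds titrated up to 77 uM and bovine liver glycogen (30 ug) in citrate pH 5.0, 0.01% Tween-20, 37 C 40 min. Released glucose detected by Amplex Red/glucose oxidase (Ex 573/Em 610); AC50 from Hill fits.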
Tau ThT inhib: qHTS for Inhibitors of Tau Fibril Formation, Thioflavin T Binding. Microtubule-associated protein tau (Homo sapiens), P10636. recombinant tau K18 P301L, heparin-induced fibrillization, ThT fluorescence. Potency, µM (highest dose often 57.4 µM), for inactives: at the highest dose activity, negative = inhibition, actives largely listed as inhibitors. hit rate 2.1% among 270,000; also: % is scaled to controls: 0 for no effect and ±100 for the full control effect; nearly all actives have a fitted effect of over 55% in size
Target sequence (P10636 561-689 P618L limits assumed): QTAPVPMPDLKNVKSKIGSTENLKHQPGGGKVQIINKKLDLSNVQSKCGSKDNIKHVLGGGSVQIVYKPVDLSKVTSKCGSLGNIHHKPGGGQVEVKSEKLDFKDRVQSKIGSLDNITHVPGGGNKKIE
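ThT emission at 510 nm, taken 1 hr after adding 30 uM dye, quantifies aggregates formed when 20 uM heparin acts on human tau K18 P301L for 6 hr at 37 C.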
Tau fluor cs: Counterscreen qHTS for Inhibitors of Tau Fibril Formation, Fluorescence Polarization; tau K18 P301L (four-repeat tau fragment) Alexa594 fluorescence, heparin fibrillization; Potency, µM (highest dose often 57.7 µM), inactives show top-dose activity change, negative = decrease; hit rate 0.93% among 280,000; also: % is scaled to controls: 0 for no effect and ±100 for the full control effect; nearly all actives have a fitted effect of over 55% in size
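Human K18 P301L tau (15 uM unlabeled plus 0.24 uM Alexa 594-labeled, final) in 100 mM sodium acetate pH 7 was mixed with compound and 20 uM heparin and incubated 6 hr at 37 C.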
aGal spleen mod: qHTS Assay for Inhibitors and Activators of Human alpha-Galactosidase From Spleen Homogenate; human spleen homogenate, 4MU-alpha-Gal fluorescence, 40 min; hit rate 0.008% among 240,000; Potency, µM (titrated, usually from 80 µM), for inactives: at the highest dose activity change, negative = inhibition, usual class: inhibitors; Alpha-galactosidase A (Homo sapiens), P06280;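 also: 0% = enzyme with vehicle and -100% = no enzyme basal signal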
Target sequence (P06280 32-429 limits assumed): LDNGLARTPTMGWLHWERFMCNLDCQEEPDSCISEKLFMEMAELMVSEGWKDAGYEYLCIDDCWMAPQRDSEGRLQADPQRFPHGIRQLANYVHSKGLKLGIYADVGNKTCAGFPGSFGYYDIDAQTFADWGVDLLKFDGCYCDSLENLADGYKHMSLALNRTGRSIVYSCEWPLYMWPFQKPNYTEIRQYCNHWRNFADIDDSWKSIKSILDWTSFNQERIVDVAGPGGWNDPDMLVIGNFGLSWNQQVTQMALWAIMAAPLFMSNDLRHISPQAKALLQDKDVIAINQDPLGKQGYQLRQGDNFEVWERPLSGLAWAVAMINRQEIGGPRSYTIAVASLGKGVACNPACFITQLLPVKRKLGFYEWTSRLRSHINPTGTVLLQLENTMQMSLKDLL
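Human spleen homogenate (1 ug) was the enzyme source, with 4-methylumbelliferyl-alpha-D-galactopyranoside (1 mM final) in pH 5.0 citrate buffer with 0.01% Tween-20. Compounds were titrated; after 40 min at 37C, NaOH/glycine stop, 4-MU fluorescence read; AC50 from Hill fits.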
Tau FP inhib: qHTS for Inhibitors of Tau Fibril Formation, Fluorescence Polarization. Potency, µM (series often up to 57.7 µM), without a hit: at the top dose activity, negative = inhibition, usual class: inhibitors. hit rate 0.39% among 280,000. K18 P301L tau heparin fibrillization, Alexa594 FP, 6 h; also: % is scaled to controls: 0 for no effect and ±100 for the full control effect; nearly all actives have a fitted effect of over 55% in size
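K18 P301L tau (15 uM unlabeled/0.24 uM Alexa 594-labeled, final) + compound + heparin 20 uM final; 100 mM NaOAc pH 7; 6 hr 37 C; ThT 30 uM final added, 1 hr RT; FP ex 555/em 632 nm.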
GAA inh: qHTS Assay for Inhibitors of Human alpha-Glucosidase as a Potential Chaperone Treatment of Pompe Disease | Potency, µM (highest dose often 76.9 µM), for the others: top-dose activity change, negative = inhibition, actives largely listed as inhibitors | purified human GAA, 4-MU-alpha-glucoside fluorescence | Lysosomal alpha-glucosidase (Homo sapiens), P10253 | hit rate 0.005% among 200,000;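 also: plate controls were uninhibited enzyme wells for no effect and no-enzyme background for full effect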
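AC50 values come from Hill fits of compound titrations (up to 77 uM) against 4 nM human enzyme. Substrate 4-methylumbelliferyl-alpha-D-pyranoside at 400 uM, pH 5.0 citrate buffer, 20 min room temperature; fluorescence Ex 365/Em 440 after alkaline stop.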
The depositor's hits bear a star; & = joins results of further samples; [ ] = dose if it differs, or a comment. Calls follow the shape of the dose curve; as a rule, active = well fitted curve in the direction sought with a large enough effect; inconclusive = small, poorly fitted or top-dose-only effect, or another doubt; inactive = no such curve, though single readings can be large; an effect the other way counts as inactive or inconclusive. Potency is read from the fitted curve at half-maximal effect.

What do the screens show for `O=C(O)Cn1cc(/C=N/NC(=O)c2cc3cc(Br)ccc3o2)c2ccccc21`?
HTT cytoprotect: -13%[10 µM]; GAA spleen mod: -3%; GAA glycogen: -12%; Tau fluor cs: -29%; aGal spleen mod: 2%; Tau FP inhib: 5%

What do the screens show for `C=CCn1c(-c2ccccc2)n[nH]c1=S`?
HTT cytoprotect: 1%[10 µM]; GAA spleen mod: 3%; GAA glycogen: -5%; Tau ThT inhib: -6%; Tau fluor cs: -14%; aGal spleen mod: -2%; Tau FP inhib: 4%; GAA inh: 7%

What do the screens show for `COc1ccc(-c2cc(C)nc3c(-c4ccccc4)cnn23)cc1`?
HTT cytoprotect: -9%[10 µM]; GAA spleen mod: 7%; GAA glycogen: -20%; Tau ThT inhib: inconclusive; Tau fluor cs: inconclusive; aGal spleen mod: 4%; Tau FP inhib: inconclusive; GAA inh: -5%

Results for COC(=O)[C@H](C)NC(=O)NCc1ccc(S(N)(=O)=O)cc1 ?
HTT cytoprotect: 17%[10 µM]; GAA spleen mod: -15%; GAA glycogen: 0%; Tau ThT inhib: -6%; Tau fluor cs: -9%; aGal spleen mod: -4%; Tau FP inhib: 5%; GAA inh: -1%

Results for CCN(CCCNC(=O)c1cc2c(=O)n(CC)c3ccccc3c2s1)Cc1ccccc1 ?
GAA glycogen: 14%[76.3 µM]; Tau ThT inhib: -6%; Tau fluor cs: -16%; Tau FP inhib: 2%

Results for CC(C(=O)N=c1sc2ccccc2n1C)N1C(=O)C2CC=CCC2C1=O (configuration not stated) ?
HTT cytoprotect: 5%[10 µM]; GAA spleen mod: 2%; GAA glycogen: -7%; Tau ThT inhib: -4%; Tau fluor cs: -8%; aGal spleen mod: 4%; Tau FP inhib: 7%; GAA inh: -4%

Results for COc1cc(C=O)ccc1OCc1c(C)noc1C ?
HTT cytoprotect: -4%; GAA spleen mod: -2%; GAA glycogen: 3%; Tau ThT inhib: -11%; Tau fluor cs: 0%; aGal spleen mod: -1%; Tau FP inhib: -2%; GAA inh: -1%

How did OC(CN1CCN(c2ccccc2)CC1)Cn1c2ccccc2c2ccccc21 (configuration not stated) do in these assays?
HTT cytoprotect: -48%[inhibitor]; GAA spleen mod: 0%; GAA glycogen: -10%; Tau ThT inhib: inconclusive; Tau fluor cs: inconclusive; aGal spleen mod: -4%; Tau FP inhib: 13%; GAA inh: -7%

Results for CCC1(C)CC(C(CC(=O)O)c2ccc(C)cc2)CCO1 (configuration not stated) ?
HTT cytoprotect: -2%; GAA spleen mod: -1%; GAA glycogen: 6%; Tau ThT inhib: -11%; Tau fluor cs: -9%; aGal spleen mod: 4%; Tau FP inhib: -3%; GAA inh: -1%

Results for CN(CC(CC(=O)O)c1ccccc1)S(=O)(=O)c1ccc(Br)cc1 (configuration not stated) ?
HTT cytoprotect: -70%[inhibitor]; GAA spleen mod: -2%; GAA glycogen: -1%; Tau ThT inhib: -11%; Tau fluor cs: -8%; aGal spleen mod: -22%; Tau FP inhib: -1%; GAA inh: -1%

What do the screens show for `CCNC(=S)NNC(=O)c1ccccc1OC(F)F`?
HTT cytoprotect: 7%; GAA spleen mod: 4%; GAA glycogen: -22%; Tau ThT inhib: -6%; Tau fluor cs: -5%; aGal spleen mod: 7%; Tau FP inhib: -3%; GAA inh: -7%

What do the screens show for `Cc1ccc(NC(=O)c2cc(-c3cccc(O)c3)on2)cc1C`?
HTT cytoprotect: -7%; GAA spleen mod: -6%; GAA glycogen: 5%; Tau ThT inhib: inconclusive; Tau fluor cs: inconclusive; aGal spleen mod: 7%; Tau FP inhib: inconclusive; GAA inh: -30%[15.4 µM]

What do the screens show for `Cc1ccc(S(=O)(=O)NC(CC(=O)O)c2ccccc2)cc1` (configuration not stated)?
HTT cytoprotect: -6%[0.074 µM]; GAA spleen mod: 5%; GAA glycogen: -2%; Tau ThT inhib: -5%; Tau fluor cs: 8%; aGal spleen mod: 6%; Tau FP inhib: 5%; GAA inh: -2%

How did COc1ccc(-c2[nH]ncc2N=Nc2cc(C)cc(C)c2)cc1 do in these assays?
HTT cytoprotect: -12%[10 µM]; GAA spleen mod: -6%; GAA glycogen: -5%; Tau ThT inhib: inconclusive; Tau fluor cs: inconclusive; aGal spleen mod: 3%; Tau FP inhib: inconclusive; GAA inh: -6%

How did C=CCn1cccc(C(=O)Nc2cc(OC)ccc2OC)c1=O do in these assays?
HTT cytoprotect: -37%[10 µM]; GAA spleen mod: -6%; GAA glycogen: 7%; Tau ThT inhib: -3%; Tau fluor cs: -2%; aGal spleen mod: 5%; Tau FP inhib: -4%; GAA inh: -5%

A portion from further up, as a working copy:
What do the screens show for `O=C(O)Cn1cc(/C=N/NC(=O)c2cc3cc(Br)ccc3o2)c2ccccc21`?
HTT cytoprotect: -13%[10 µM]; GAA spleen mod: -3%; GAA glycogen: -12%; Tau fluor cs: -29%; aGal spleen mod: 2%; Tau FP inhib: 5%

What do the screens show for `C=CCn1c(-c2ccccc2)n[nH]c1=S`?
HTT cytoprotect: 1%[10 µM]; GAA spleen mod: 3%; GAA glycogen: -5%; Tau ThT inhib: -6%; Tau fluor cs: -14%; aGal spleen mod: -2%; Tau FP inhib: 4%; GAA inh: 7%

What do the screens show for `COc1ccc(-c2cc(C)nc3c(-c4ccccc4)cnn23)cc1`?
HTT cytoprotect: -9%[10 µM]; GAA spleen mod: 7%; GAA glycogen: -20%; Tau ThT inhib: inconclusive; Tau fluor cs: inconclusive; aGal spleen mod: 4%; Tau FP inhib: inconclusive; GAA inh: -5%

Results for COC(=O)[C@H](C)NC(=O)NCc1ccc(S(N)(=O)=O)cc1 ?
HTT cytoprotect: 17%[10 µM]; GAA spleen mod: -15%; GAA glycogen: 0%; Tau ThT inhib: -6%; Tau fluor cs: -9%; aGal spleen mod: -4%; Tau FP inhib: 5%; GAA inh: -1%

Next part
Results for CCCn1c2ccccc2c2cnn(CC(=O)Nc3cccc(C(=O)OCC)c3)c(=O)c21 ?
GAA glycogen: -11%[76.3 µM]; Tau ThT inhib: -2%; Tau fluor cs: inconclusive; Tau FP inhib: inconclusive

What do the screens show for `CSCC(=O)N1CCCC(CNC(=O)c2ccc(-c3ccccc3)cc2)C1` (configuration not stated)?
HTT cytoprotect: -9%[10 µM]; GAA spleen mod: 3%; GAA glycogen: -9%; Tau ThT inhib: 2%; Tau fluor cs: 3%; aGal spleen mod: 0%; Tau FP inhib: 9%; GAA inh: -3%

What do the screens show for `CCc1c(C)c2ccc(OCC(N)=O)cc2oc1=O`?
HTT cytoprotect: 10%; GAA spleen mod: -5%; GAA glycogen: 1%; Tau ThT inhib: -2%; Tau fluor cs: 0%; aGal spleen mod: 5%; Tau FP inhib: -2%; GAA inh: -6%

What do the screens show for `Cc1ccc2nc(-c3ccc(O)cc3)c(Nc3ccc4c(c3)OCO4)n2c1`?
GAA glycogen: inconclusive; Tau ThT inhib: inconclusive; Tau fluor cs: 18µM*[quencher]; Tau FP inhib: 2%

How did CCCCCOc1ccc(C(=O)NC(C(=O)O)C(C)C)cc1 (configuration not stated) do in these assays?
HTT cytoprotect: -3%; GAA spleen mod: 2%; GAA glycogen: 10%; Tau ThT inhib: -4%; Tau fluor cs: 5%; aGal spleen mod: -2%; Tau FP inhib: -4%; GAA inh: 2%

What do the screens show for `Cc1nn(C(C)C(=O)Nc2ccc(C(C)C)cc2)c(=O)c2c1sc1ccccc12` (configuration not stated)?
GAA glycogen: 11%[76.3 µM]; Tau ThT inhib: 5%; Tau fluor cs: 4%; Tau FP inhib: -8%

How did CCOC(=O)c1ccc(Cn2cnc3ccccc3c2=O)cc1 do in these assays?
HTT cytoprotect: -28%; GAA spleen mod: -4%; GAA glycogen: -10%; Tau ThT inhib: -5%; Tau fluor cs: -5%; aGal spleen mod: -10%; Tau FP inhib: -2%; GAA inh: -12%

Results for CSc1ncc(Cl)c(C(=O)Nc2ccc(S(=O)(=O)Nc3nccc(C)n3)cc2)n1 ?
GAA glycogen: -4%&-11%[76.3 µM]; Tau ThT inhib: -5%; Tau fluor cs: -1%; Tau FP inhib: 2%

Results for O=C(COC(=O)c1ccc(NS(=O)(=O)c2ccc3c(c2)OCCO3)cc1)NC1CC1 ?
HTT cytoprotect: 3%; GAA spleen mod: -1%; GAA glycogen: -9%; Tau ThT inhib: -3%; Tau fluor cs: -5%; aGal spleen mod: 0%; Tau FP inhib: -10%; GAA inh: -6%

What do the screens show for `COc1ccccc1CNC(=O)CSc1nnc2c(Cl)cc(C(F)(F)F)cn12`?
HTT cytoprotect: 12%[1.9 µM]; GAA spleen mod: 3%; GAA glycogen: 0%; Tau ThT inhib: -7%; Tau fluor cs: -7%; aGal spleen mod: 7%; Tau FP inhib: -2%; GAA inh: -6%

Results for CCCCn1[nH]c(-c2ccccc2)cc1=O ?
HTT cytoprotect: 17%[0.074 µM]; GAA spleen mod: -10%; GAA glycogen: 1%; Tau ThT inhib: 2%; Tau fluor cs: 5%; aGal spleen mod: -4%; Tau FP inhib: -7%; GAA inh: 12%
